# High-throughput results: PubChem BioAssay, National Center for Advancing Translational Sciences (NCATS)
# hERG WT inh: blocks the wildtype human KCNH2 potassium channel; 340,000 tested, 0.37% active; Q12809; U2OS, BacMam KCNH2, thallium flux FluxOr; hits give low values; activity change, % at 1.84 µM; AID 720551;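 active = maximum activity change below -70%; inconclusive = maximum activity change between -70% and -50%; inactive = maximum activity change above -50%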; also: % is scaled to controls: 0 for no effect and ±100 for the full control effect
#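 U2OS cells transduced with wild-type KCNH2 virus are loaded with FluxOr dye for 45 min, and thallium flux is measured in kinetic reads before and after stimulation buffer. Rate constants are normalized to DMSO controls.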
# MBNL1 CUG block: inhibitors of human MBNL1 binding to CUG repeat RNA; Q9NR56; 280,000 tested, 0.036% active; Potency, µM (series often up to 57.5 µM), inactives show top-dose activity change, negative = inhibition, hits mostly inhibitors; TR-FRET MBNL1-His/biotin-(CUG)12 binding, 665/545 ratio; active = well fitted inhibition curve with a large enough effect in the signal ratio, with a control signal flat, not every such curve was filed as active; inconclusive = small, poorly fitted or top-dose-only effect, or effect the other way, or a change in a side signal; inactive = no such curve, though single readings can be large or run the other way; the % refers to the signal ratio; also: potency is read from the fitted curve at half-maximal effect; % is scaled to controls: 0 for no effect and ±100 for the full control effect
#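 His-tagged MBNL1 binding to biotinylated (CUG)12 RNA was measured by TR-FRET using terbium anti-His antibody (0.055 ng/ul final) and streptavidin-XL665 (5 nM final). Compounds were titrated 92 nM to 58 uM; 60 min at room temperature.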
# USP2a inh: inhibitors of human ubiquitin-specific protease USP2a | O75604 | USP2 core, Ub-CHOP2 coupled fluorogenic reporter, 485/531 | Potency, µM (series often up to 38.3 µM), inactives show at the top dose activity change, negative = inhibition, usual class: inhibitors | 330,000 tested, 0.01% active;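 also: potency is read from the fitted curve at half-maximal effect; plate controls were DMSO wells for no effect and full inhibition by NEM control for full effect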
# Target sequence (O75604 whole entry, looked up): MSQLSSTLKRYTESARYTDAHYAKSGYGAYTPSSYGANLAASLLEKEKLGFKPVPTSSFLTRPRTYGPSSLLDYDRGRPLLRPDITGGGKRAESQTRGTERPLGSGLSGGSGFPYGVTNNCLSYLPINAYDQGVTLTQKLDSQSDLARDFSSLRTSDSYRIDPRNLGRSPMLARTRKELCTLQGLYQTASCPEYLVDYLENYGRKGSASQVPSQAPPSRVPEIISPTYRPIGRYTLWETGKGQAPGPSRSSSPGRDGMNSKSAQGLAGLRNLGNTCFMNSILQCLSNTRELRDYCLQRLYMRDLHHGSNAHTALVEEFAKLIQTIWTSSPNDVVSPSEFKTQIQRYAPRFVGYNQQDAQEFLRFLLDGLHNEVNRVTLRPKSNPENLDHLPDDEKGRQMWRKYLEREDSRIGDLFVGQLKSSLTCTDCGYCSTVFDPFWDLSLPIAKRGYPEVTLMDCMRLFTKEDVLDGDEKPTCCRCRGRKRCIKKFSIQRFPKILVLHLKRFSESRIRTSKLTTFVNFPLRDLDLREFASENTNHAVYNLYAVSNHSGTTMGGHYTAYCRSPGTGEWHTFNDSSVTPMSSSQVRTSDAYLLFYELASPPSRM
#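 USP2 core (10nM final) preincubated 30min RT with compound in 20mM Tris-HCl pH 8.0, 2mM CaCl2, 2mM beta-mercaptoethanol, 0.05% CHAPS; 25nM Ub-CHOP2 plus 25nM reporter substrate added, fluorescence (Ex485/Em531) read after 60min.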
# PKM2 act: increases activity of human pyruvate kinase M2; Potency, µM (series often up to 57.5 µM), for the others: at the top dose activation, most hits filed as activators; AID 1631; purified PKM2, Kinase-Glo ATP luminescence, activation; response scale: 0% is enzyme alone, no compound; P14618; 260,000 tested, 0.34% active; also: potency is read from the fitted curve at half-maximal effect; % is scaled to controls: 0 for no effect and ±100 for the full control effect; nearly all actives have a fitted effect of over 55% in size
#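 hPK-M2, >95% pure; 0.1 mM ADP / 0.5 mM PEP final; imidazole pH7.2 buffer w/ 7 mM MgCl2, 50 mM KCl; 1 h RT; Kinase-Glo lum. Intermediate enzyme activity for dual inhibitor/activator qHTS.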
# BCR signal inh: chronic active BCR signaling inhibition. ABC-DLBCL IkBa-CBG/CBR reporter, luminescence ratio, 4 h. Potency, µM (highest dose often 46.1 µM), for the others: top-dose ratio change, negative = lower green/red ratio, hits mostly inhibitors. 340,000 tested, 0.05% active; active = well fitted inhibition curve with a large enough effect in the signal ratio, with a control signal flat, not every such curve was filed as active; inconclusive = small, poorly fitted or top-dose-only effect, or effect the other way, or a change in a side signal; the % refers to the signal ratio;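 also: potency is read from the fitted curve at half-maximal effect; plate controls were basal doxycycline-induced cells for no effect and cells given 10 µM MG132 for full effect; MG132 reads +100%, hits lower the ratio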
#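 Compounds up to 46 uM were incubated four hours with TMD8 cells whose green CBG68 luciferase is fused to IkappaBalpha; red CBR luminescence normalised the signal, and concentration-effect curves were fitted to fusion, red and ratio data.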
# Eya2 phos inh: blocks the phosphatase activity of human Eya2; recombinant Eya2, OMFP fluorescence dephosphorylation (OMFP is methylfluorescein phosphate); Potency, µM (highest dose often 76.9 µM), for the others: top-dose activity, negative = inhibition, usual class: inhibitors; 330,000 tested, 0.006% active; AID 488837; also: potency is read from the fitted curve at half-maximal effect; % is scaled to controls: 0 for no effect and ±100 for the full control effect
# Target sequence (O00167 whole entry, looked up): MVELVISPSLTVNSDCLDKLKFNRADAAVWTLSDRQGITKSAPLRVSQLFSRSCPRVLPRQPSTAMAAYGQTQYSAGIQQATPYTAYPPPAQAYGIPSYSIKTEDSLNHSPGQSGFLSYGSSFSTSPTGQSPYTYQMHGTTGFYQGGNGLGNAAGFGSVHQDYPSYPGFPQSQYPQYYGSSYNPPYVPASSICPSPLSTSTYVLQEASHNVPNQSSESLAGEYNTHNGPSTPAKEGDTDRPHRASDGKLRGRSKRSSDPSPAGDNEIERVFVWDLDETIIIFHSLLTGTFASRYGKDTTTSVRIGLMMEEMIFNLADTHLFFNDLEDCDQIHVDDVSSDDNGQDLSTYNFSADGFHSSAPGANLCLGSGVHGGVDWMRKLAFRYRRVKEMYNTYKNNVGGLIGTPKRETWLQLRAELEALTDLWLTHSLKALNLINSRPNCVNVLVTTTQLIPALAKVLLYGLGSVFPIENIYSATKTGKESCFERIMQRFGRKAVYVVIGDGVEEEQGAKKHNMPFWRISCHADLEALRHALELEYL
#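 Eya2 protein (added as 0.2 uM solution) was preincubated with compound for 10 min at ambient temperature in 50 mM HEPES pH 7.5, 50 mM NaCl, 5 uM MgCl2, 0.05% BSA, 1 mM DTT. OMFP (added at 50 uM) then reacted 10 min; fluorescence read at 485/525 nm.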
# Mito fusion act: blocks mitochondrial division or promotes mitochondrial fusion; S. cerevisiae fusion-defective mutant growth rescue, CellTiterGlo 48 h; Potency, µM (highest dose often 46.1 µM), without a hit: at the highest dose growth rescue (activation), usual class: activators; 320,000 tested, 0.23% active; AID 485298;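 also: potency is read from the fitted curve at half-maximal effect; % of control where 0% means no effect; nearly all actives have a fitted effect of over 45% in size; temperature-sensitive fusion mutants such as fzo1-1 at 37 °C on non-fermentable ethanol glycerol medium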
#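 Temperature-sensitive fusion-defective S. cerevisiae (e.g. fzo1-1, mgm1-5) were grown with compound in YPEG medium (3% ethanol, 3% glycerol) for 48 hours at 37C. Growth rescue was measured as viability by CellTiterGlo luminescence after 10 minutes at ambient.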
# Menin MLL FP TR: displaces Texas Red mutant MLL peptide from human menin; Menin + Texas Red MLL mutant peptide, fluorescence polarization; 270,000 tested, 0.23% active; AID 1768; Potency, µM (highest dose often 61.6 µM), inactives show at the highest dose FP activity change, negative = inhibition, hits mostly inhibitors; active = well fitted inhibition curve with a large enough effect in the polarisation, with a control signal flat, not every such curve was filed as active; inconclusive = small, poorly fitted or top-dose-only effect, or effect the other way, or a change in a side signal; inactive = no such curve, though single readings can be large or run the other way; the % refers to the polarisation; also: potency is read from the fitted curve at half-maximal effect; % of control where 0% means no effect; many of its hits are not listed in these tables
# TSHR antag: blocks TSH signaling through the human TSH receptor | P16473 | TSHR-expressing cells, TSH-stimulated cAMP HTRF, 2 h; hits give low values | activity change, negative = inhibition, % at 11.5 µM | 330,000 tested, 0.2% active;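 active = activity change below a set negative limit, meaning inhibition stronger than a set level, cut at about -70% in these data; inconclusive = activity change between two set negative limits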; also: % is scaled to controls: 0 for no effect and ±100 for the full control effect
#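 TSHR-expressing cells, 200/well, pre-treated with compound, then stimulated with EC80 TSH (4nM final) for 2 hours at 37 deg C. cAMP measured by competitive HTRF: anti-cAMP cryptate antibody in lysis buffer plus cAMP-d2, read after 30 minutes at room temperature.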
# GALK inh: blocks human galactokinase activity; Purified GALK, Kinase-Glo residual ATP luminescence; Potency, µM (series often up to 57.5 µM), inactives show at the highest dose activity change, negative = inhibition, usual class: inhibitors; 270,000 tested, 0.007% active; also: potency is read from the fitted curve at half-maximal effect; % is scaled to controls: 0 for no effect and ±100 for the full control effect
#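 5 nM enzyme, 35 uM ATP, 100 uM galactose, 20 mM HEPES pH8.0, 5 mM MgCl2; 1 h RT; residual ATP by Kinase-Glo Plus luminescence, qHTS format.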
# S-ASM inh: inhibitors of human secretory acid sphingomyelinase | P17405 | placental ASM, HMU-PC fluorogenic substrate, 60 min | Potency, µM (highest dose often 57.5 µM), without a hit: at the top dose activity change, negative = inhibition, usual class: inhibitors | 340,000 tested, 0.006% active; also: potency is read from the fitted curve at half-maximal effect
#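 Fluorogenic HMU-PC substrate (9 uM final) is turned over by placental ASM in 60 min at 37 C after a 10 min compound preincubation. Reaction ended by alkaline stop (pH 10), with fluorescence read at 386/447 nm.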
# Starred values were filed as active, the others as inactive; ? = inconclusive; . = not tested or not shown; [ ] = remark or other dose. Unless noted, calls follow the shape of the dose curve; as a rule, active = well fitted curve in the direction sought with a large enough effect; inconclusive = small, poorly fitted or top-dose-only effect, or another doubt; inactive = no such curve, though single readings can be large; an effect the other way counts as inactive or inconclusive. This is a subset; rates above refer to the full screens.
SMILES,hERG WT inh,MBNL1 CUG block,USP2a inh,PKM2 act,BCR signal inh,Eya2 phos inh,Mito fusion act,Menin MLL FP TR,TSHR antag,GALK inh,S-ASM inh
COC(=O)Cc1ccc(NC(=S)N2CCN(c3ccc(F)cc3)CC2)cc1,-6,-1%,5%,-27%,5%,10%,0%,0%,-10,1%,2%
CC(=O)Oc1ccc(N(c2ccccc2)S(=O)(=O)c2ccc(C)cc2)cc1,7,2%,3%,3%,1%,5%,2%,-3%,12,-2%,-13%
CNC(=S)N(Cc1ccc(OC)cc1)Cc1cc2cccc(C)c2[nH]c1=O,-3,1%,1%,6%,-2%,11%,7%,2%,-10,0%,-1%
CCn1c(CNc2ccccc2Cl)nnc1SCC(=O)NCc1ccccc1,-6,-9%,4%,-2%,?,23%,2%,?,11,-1%,-1%
COc1ccccc1C1Nc2cccc3cccc(c23)N1,6,10%,1%,13%,-38%,16%,1%,.,-16,-2%,-7%
COC(=O)c1cc(S(=O)(=O)N2CCOCC2)ccc1Sc1ccccc1N,-10,-14%,2%,-6%,13%,10%,1%,-23%,11,1%,-8%
CCC(=O)OCc1cc(=O)oc2ccc3ccccc3c12,-5,?,0%,13%,-8%,-15%,5%,0%,3,12%,162%[activator]
Cc1ccc(C(=O)NC(c2ccccc2)C(Cl)Cl)cc1 (configuration not stated),13,-6%,-1%,-5%,?,-3%,8%,-3%,-3,-2%,1%
CC(/C=N/Nc1nc(C)cc(=O)[nH]1)=C\c1ccccc1,9,20%,2%,-5%,8%,9%,-6%,-4%,-6,-1%,4%
CCC1=Nc2cc(C(=O)NCc3ccco3)ccc2Sc2ccc(C)cc21,9,.,-4%,?,?,-11%,?,-10%,3,0%,-13%
CC(=O)Oc1ccc(N(C(C)=O)S(=O)(=O)c2ccc3ccccc3c2)cc1,3,4%,-1%,.,-12%,1%,13%,56%[activator],2,2%,-1%
C=CCn1c(SCC(=O)c2ccc(Cl)cc2)nnc1-c1ccc2c(c1)OCO2,21,-4%[11.5 µM],-2%,-2%,0%,0%,.,-15%,-17,.,4%
COc1cc(NC(=O)C2CCN(S(=O)(=O)c3ccc(Cl)cc3)CC2)ccc1-n1cnnn1,-13,1%,0%,?,8%,-3%,-4%,35%[activator],5,0%,-10%
COc1ccc(C(=O)N/N=C/c2ccc(OC)c(CN3CCc4cc(OC)c(OC)cc4C3C)c2)cc1 (configuration not stated),-23,-10%,-10%,18%,-20%,-23%,2%,?,-6,1%,-5%
CC(C)(C)NC(=O)Cn1c(SCC(=O)NC2CCCCC2)nc2ccccc21,-10,-1%,3%,4%,-1%,-6%,4%,2%,7,2%,1%
CSc1ccc(S(=O)(=O)NC2CC3CCC2C3)cc1 (configuration not stated),-5,-7%,-2%,20%,?,2%,-23%,-1%,16,1%,1%
CC(C)CCc1c(O)nc(SCC(C)C)[nH]c1=O,1,-9%,3%,3%,?,1%,7%,1%,2,0%,3%
OCCNc1nc(SCc2ccccc2)nc2sc3c(c12)CCC3,-2,-13%,-2%,3%,23%,5%,5%,?,-1,-3%,-25%
Cc1cc(N2CCOCC2)nc2ccc(NC(=S)N3CCN(Cc4ccccc4)CC3)cc12,1,-1%,-3%,-1%,2%,1%,0%,-10%,5,5%,117%[activator]
Cc1ccc(CSC2=Nc3ccccc3C3=NC(=O)CN23)cc1,.,-1%,2%,22%,?,-17%,7%,-22%,6,-3%,19%
COc1ccc([C@H]2CC(=O)C=C(c3cc(C)ccc3F)C2)cc1,11,.,-2%,.,-12%,-2%,?,.,-32,.,-5%
CCOc1ccc(OCC)c(Nc2cc(C)nc3ncnn23)c1,3,-12%,1%,-11%,-6%,-6%,0%,-15%,-2,-3%,-1%
CC(C)(C)OC(=O)[C@H](Cc1ccccc1)NC(=O)c1nc[nH]c1C(=O)N1CCNCC1,-3,.,3%,.,1%,-13%,.,.,12,.,5%
CCOC(=O)N1N=C(c2ccc(OC)cc2)CC1(O)C(F)(F)F (configuration not stated),.,15%,0%,-4%,10%,1%,0%,14%,-6,11%,6%
Cc1cc(N2CCCC2)ccc1/C=C1\NC(=S)N(C)C1=O,13,?,9%,2%,?,?,0%,?,-4,-1%,-21%
CCOc1cc2[nH]c(=S)n(CC3CCCN3CC)c(=O)c2cc1OCC (configuration not stated),-1,-7%,-1%,-1%,-2%,-2%,1%,-21%,-6,0%,-2%
O=C(NCc1ccccc1Cl)C(=O)NCC1OCCN1S(=O)(=O)c1ccc(F)cc1 (configuration not stated),2,-1%,0%,-3%,?,-2%,-2%,2%,0,5%,-4%
O=C(CSC1=NCCS1)Nc1nc(-c2ccccc2)cs1,9,9%,1%,-1%,?,-15%,-7%,?,-22,-3%,-1%
CCOC(=O)c1c(-c2ccccc2)oc2ccc(OCC(O)CN(C)C)cc12 (configuration not stated),1,11%,-1%,.,?,-8%,-36%[inhibitor],-25%,15,-2%,-3%
Cc1nc(N)sc1N=Nc1c(C)n(C)n(-c2ccccc2)c1=O,5,?,0%,0%,-4%,8%,-3%,.,-8,-3%,-10%
Cc1ccccc1C(=O)N1CCN(c2ccc(N3CCOCC3)nn2)CC1,0,.,0%,.,1%,7%,-1%,.,-1,.,165%[activator]
CC(C)c1ccc2[nH]c3nc(SCC(=O)NC4CC4)nnc3c2c1,2,7%,2%,0%,?,18%,3%,?,-6,0%,-2%[11.5 µM]
S=C(NCCCc1ccccc1)Nc1ccc(Br)cc1,6,-4%,-1%,1%,?,-10%,-23%,.,-6,-6%,0%
NCCCn1c(C(=O)c2cc(Cl)c(N)c(Cl)c2)c2ccccc2[n+]1[O-],2,.,2%,.,-11%,10%,1%,.,-3,.,-9%
O=c1[nH]c(SCCOc2ccccc2)nc2ccccc12,-14,100%[activator],.,-1%,.,.,9%,2%,.,-3%,-3%
CCOc1ccc(NC(=O)CSc2nnc(Cc3cccn3C)n2-c2ccc(F)cc2)cc1,2,0%,4%,2%,4%,-2%,-2%,1%,-3,-1%,-4%
CC(C#CCN1CCCCC1)OCCOCc1ccccc1 (configuration not stated),-9,-11%,-1%,-1%,-4%,13%,-1%,-8%,-2,3%,2%
Cc1cccc(OCC(=O)OC(C)C(=O)Nc2ccc(Cl)cn2)c1 (configuration not stated),11,.,-3%,.,6%,-26%,6%,.,-8,.,1%
CS(=O)(=O)N1CCN(c2ccccc2NC(=O)c2cccs2)CC1,-5,2%,0%,4%,0%,4%,0%,-21%,17,-3%,0%
Cc1ccc(Sc2cnn(-c3ccccc3)c(=O)c2Cl)cc1,-3,100%[activator],-1%,2%,?,0%,11%,-1%,-6,-1%,-10%
CC(=O)CCC(=O)N1CCC(n2nccc2NC(=O)c2ccccc2C)CC1,6,-10%,1%,-6%,2%,-3%,3%,.,50,-2%,-4%
CCn1c(=Nc2ccc(N3CCOCC3)cc2)ccc2ccccc21,4,9%,2%,3%,2%,2%,-2%,2%,11,0%,-13%
COc1ccc(-c2cc(N3CCCC3)n3ncnc3n2)cc1,-5,-9%,5%,1%,?,-28%,3%,-3%,-14,-1%,-1%
COc1cc(/C=N/NC(=O)c2cc(-c3ccc4c(c3)OCO4)n[nH]2)ccc1O,-3,-23%,-1%,-11%,-6%,0%,2%,?,26,-3%,-3%
OCC1(Cc2ccc(Cl)cc2)CCN(Cc2ccc3nsnc3c2)CC1,-2,?,3%,-29%,?,4%,?,-14%,-4,11%,-3%
CCC(C)(C(=O)NC1CCCC1)N(C(=O)c1ccccn1)c1ccccc1 (configuration not stated),2,-7%,2%,-9%,-2%,-5%,-2%,-12%,6,-3%,5%
CCCCOc1ccc(C(=O)NCC(=O)NCC(c2ccc(F)cc2)N2CCOCC2)cc1 (configuration not stated),2,.,-2%,.,-9%,-19%,-1%,.,-1,.,-3%
COc1ccc(Cl)cc1NC(=S)NCCO,-1,1%,-4%,1%,-1%,-5%,2%,9%,-3,4%,3%
